High-throughput results deposited in PubChem BioAssay by Sanford-Burnham Center for Chemical Genomics.
hIAP activ: increases human intestinal alkaline phosphatase activity; AID 2524; P09923; activation factor at 10 µM; 330,000 tested, 0.16% active; purified human IAP, CDP-Star luminescence, 30 min; hits give high values; 1 = vehicle-only enzyme, 0 = enzyme-free background;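 active = activation factor of the enzyme at least 2-fold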; also: the source names both 10 and 20 µM as test concentration; values of inactives mirror those of a sister screen read the other way
SENP6 inh: inhibitors of human SENP6 protease | Recombinant SENP6 catalytic domain, aminoluciferin luminescence | 330,000 tested, 1.8% active | Q9GZR1 | inhibition, % at 10 µM;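 active = inhibition above about 50% at the single tested dose, limit read from the data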;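 also: plate controls were DMSO wells with enzyme for no effect and DMSO wells lacking enzyme for full effect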
GRIN3A LBD mod: NR3A (human) ligand-binding domain modulation; NR3A LBD differential scanning fluorimetry, Tm shift; 0% = protein alone, 100% = glycine-bound protein; 340,000 tested, 2.5% active; Tm shift relative to glycine control, % at 25 µM; AID 1259313;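 active = melting temperature shift of at least 10% of the positive control shift, at one fixed dose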
MPTP inh: inhibitors of mitochondrial permeability transition pore; inhibition, % at 10 µM; 360,000 tested, 1.4% active; isolated mouse mitochondria, Ca2+ swelling absorbance, 30 min;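 active = inhibition of 50% or more, scaled per plate between neutral and stimulator controls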;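 also: 0% = DMSO wells given calcium and 100% = 1 mM EGTA wells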
ATG4B inh: inhibitors of human ATG4B cysteine protease. Q9Y4P1. ATG4B cleavage of LC3-PLA2, NBD-HPC fluorescence, 1 h. inhibition, % at 8.33 µM. 340,000 tested, 0.51% active. AID 504462; in the data active = inhibition above about 40%
Target sequence (Q9Y4P1 whole entry, looked up): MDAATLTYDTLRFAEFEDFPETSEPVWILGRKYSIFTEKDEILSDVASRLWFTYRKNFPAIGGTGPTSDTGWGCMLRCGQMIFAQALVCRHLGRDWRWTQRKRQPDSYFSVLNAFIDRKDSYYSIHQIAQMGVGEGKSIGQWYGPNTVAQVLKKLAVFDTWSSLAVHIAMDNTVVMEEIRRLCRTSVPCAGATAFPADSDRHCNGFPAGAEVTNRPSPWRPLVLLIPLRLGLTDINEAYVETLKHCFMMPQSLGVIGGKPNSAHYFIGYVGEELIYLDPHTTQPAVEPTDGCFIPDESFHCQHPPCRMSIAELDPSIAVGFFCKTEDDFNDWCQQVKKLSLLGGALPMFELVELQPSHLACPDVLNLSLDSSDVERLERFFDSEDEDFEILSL
SENP8 inh: blocks human SENP8 cleavage of Nedd8 substrate; 360,000 tested, 0.64% active; Q96LD8; AID 602440; inhibition, % at 20 µM; recombinant SENP8, Nedd8 substrate fluorescence; in the data active = inhibition mostly above about 40%, no sharp cut-off; inactive = mostly below about 27%
Target sequence (Q96LD8 whole entry, looked up): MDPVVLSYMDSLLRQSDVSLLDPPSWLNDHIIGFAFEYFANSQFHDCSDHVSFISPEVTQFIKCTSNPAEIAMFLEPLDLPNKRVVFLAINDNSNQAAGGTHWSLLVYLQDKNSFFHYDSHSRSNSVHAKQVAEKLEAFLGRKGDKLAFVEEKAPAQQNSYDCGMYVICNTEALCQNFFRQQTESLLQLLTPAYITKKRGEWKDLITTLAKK
SENP1 FRET inh: SENP1 (human) catalytic domain inhibition | 360,000 tested, 0.21% active | AID 624204 | inhibition, % at 10 µM | recombinant SENP1 catalytic domain, CyPet-SUMO1-YPet FRET cleavage | Q9P0U3;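 active = inhibition at least 30% at 10 µM, raw YFP signal under a set limit, fluorescence ratio 0.5 to 1.5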;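 also: 0% = enzyme with DMSO and 100% = no enzyme wells; some results filed as inactive read as strong as hits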
Target sequence (Q9P0U3 419-644 limits assumed): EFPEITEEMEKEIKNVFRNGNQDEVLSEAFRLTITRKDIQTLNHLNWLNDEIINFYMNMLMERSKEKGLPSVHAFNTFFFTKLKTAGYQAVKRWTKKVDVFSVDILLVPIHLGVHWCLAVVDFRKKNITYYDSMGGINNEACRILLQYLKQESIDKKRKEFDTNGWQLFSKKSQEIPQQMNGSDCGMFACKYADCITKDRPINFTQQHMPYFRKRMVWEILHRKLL
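Compound: 10 µM single point, 0.5% DMSO; Test system: hSENP1 catalytic domain, recombinant; Timing: 50 min reaction at room temperature; Technique: FRET, CFP and YFP emission; Control set: no-enzyme wells low, DMSO-plus-enzyme wells high control.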
PfG6PD inh: PfG6PD (Plasmodium falciparum) enzyme inhibition | 350,000 tested, 0.78% active | PfGluPho enzyme, NADPH resazurin-diaphorase fluorescence | inhibition, % at 20 µM;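 active = inhibition reaching at least a set limit at 20 µM in the primary screen, cut at about 59% in these data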;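 also: 0% = DMSO wells with substrate and 100% = DMSO wells lacking glucose-6-phosphate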
An asterisk follows results filed as active; nt = no result given. Hits appear at their usual frequency; any-hit rate near 6.7%.

SMILES	hIAP activ	SENP6 inh	GRIN3A LBD mod	MPTP inh	ATG4B inh	SENP8 inh	SENP1 FRET inh	PfG6PD inh
COc1ccc(-n2nc(C(=O)NCC(=O)N3CC(C)CC(C)C3)c3ccccc3c2=O)cc1 (configuration not stated)	0.94	-14	0	0.4	0	-224	2	-4
CCOC(=O)N1CCC(=NNC(=O)COc2ccc(C#N)cc2)CC1	0.9	21	1	2.2	-6	5	3	-13
COC(=O)Cc1ccc(NC(=S)NCCSc2ccc(Cl)cc2)cc1	1.1	-33	-2	63*	-3	17	1	4
Cc1cc(-c2ccc(C)c(S(=O)(=O)Nc3ccc(S(N)(=O)=O)cc3)c2)on1	1	18	-3	-2.3	-5	9	2	2
Cc1ccc(CN2CCN(Cc3cccn3-c3nccs3)CC2CCO)cc1 (configuration not stated)	1.2	-13	-4	0.6	18	26	3	4
CCOC(=O)c1cc(CC)sc1NC(=O)COC	0.93	-8	0	0.8	-7	5	-11	8
Cc1ccc(C)c(-c2cc(C(=O)NNC(=S)NCC(C)C)c3ccccc3n2)c1	1.6	-18	12*	87*	18	-27	1	-27
O=C(O)c1cc(-c2ccc(/C=N/NC(=S)Nc3ccccc3)o2)ccc1Cl	0.99	3	-3	-0.6	11	-396	-35	3
CC(C)c1ccc(S(=O)(=O)NC2CCCC2)cc1	1	-8	-1	-1.3	-2	17	0	-6
O=C(O)c1ccc(N2C(=O)CC(SC(=NCc3ccc4c(c3)OCO4)Nc3ccc(F)cc3)C2=O)cc1 (configuration not stated)	0.89	19	-14	1.3	10	16	-2	-29
Cc1cccc(-n2ncc3c(NCc4ccco4)ncnc32)c1	1	-17	0	-0.5	-3	-18	-13	39
Cc1ccc(S(=O)(=O)N2CCOCC2)cc1NC(=O)COC(=O)c1cncc(Br)c1	0.85	-7	0	0.6	-5	-9	-31	3
O=P(CCNCc1ccco1)(c1ccccc1)c1ccccc1	1.1	-13	1	-1.6	1	12	-8	22
Cc1cccn2c(CNCCSc3nccn3C)c(C(=O)N3CCCCC3)nc12	1.1	6	1	-0.5	18	-21	-13	-6
COc1cccc2cc(C(C)=O)oc12	1.3	-12	1	-0.1	3	-2	3	-11
O=C(Nc1ccccc1C(=O)N1CCCCCC1)c1ccccc1	1.1	2	0	1.2	5	8	-1	-8
COc1ccc(C(=O)OCC(=O)Nc2ccc(OC)c(S(=O)(=O)N3CCCCC3)c2)cc1[N+](=O)[O-]	1.1	-7	-6	0.4	0	19	1	-15
COc1cc(N=Cc2c(O)c3ccccc3oc2=O)c(OC)cc1Cl	0.98	-8	0	0.8	-10	-106	-26	9
COc1ccc(CNC(=O)Nc2cc(C)cc(C)c2)cc1	1.3	1	2	4.6	-8	43*	2	-17
CCCn1nc2cc(C(=O)NCc3ccc(C)cc3)ccc2c1OCC	1	10	-1	0.1	-10	-474	-1	2
O=c1[nH]n(-c2ccc([N+](=O)[O-])cc2)c(=O)c2ccccc12	0.9	-18	-2	0.4	11	30	5	1
COc1cc2[nH]c3c(N4CCN(c5ccc(Cl)cc5)CC4)ncnc3c2cc1OC	0.91	-2	9	3.3	0	-263	-1	15
Cc1c(C(=O)NCCN2CCOC2=O)oc2c(F)cccc12	1	9	0	-0.3	2	14	1	-17
CN(C)S(=O)(=O)N(CC(=O)N1CCOCC1)c1ccccc1	1.2	15	-8	-0.8	-7	14	1	6
CCc1noc(C)c1C(=O)N1CCN(c2cccc(Cl)c2)CC1	nt	nt	nt	0.3	nt	14	0	13
CCCCn1c(Cl)nc2c1c(=O)n(C)c(=O)n2C	1	-1	0	-5.7	-1	24	1	5
COc1cccc2cc(-c3nc(-c4cccs4)cs3)c(=O)oc12	1.1	-13	-6	0.0	-4	-318	-20	-4
CN1C(=O)C(CC(=O)Nc2ccccc2)S/C1=N/c1nccs1 (configuration not stated)	1.2	-6	1	0.7	-11	-3	0	7
COc1ccc(NC(=O)Nc2ccc3c(c2)CCC3)cc1OC	1.6	-4	-10	14	-14	18	3	15
CN(CC(=O)Nc1cccc(F)c1)C(=O)c1ccc(NC2CC2)c([N+](=O)[O-])c1	0.84	-12	2	-0.2	-15	30	-1	5
CCCOc1ccc(C(=O)Nc2ccc3c(c2)OCO3)cc1	0.97	82*	-15	-0.7	-2	8	-1	7
CC(C)OCCCNC(=O)c1ccc2c(c1)NC(=O)c1ccccc1S2	0.97	8	-3	0.8	5	10	-23	-10
Cc1[nH]c2ccccc2c1-c1ccc(Cl)nn1	0.93	6	-1	-1.0	-17	-2	3	11
O=C(O)c1ccc2c(c1)N(Cc1ccccc1)C(=O)c1ccccc1S2=O (configuration not stated)	0.89	-10	0	-0.4	4	6	0	-31
CC(=O)N1CCN(c2ccc(NC(=O)c3cccc(Cl)c3Cl)cc2)CC1	0.91	-6	2	0.1	4	2	2	-4
Cc1ccc2c(c1)cc(C(=O)NCc1ccccc1)n2C	0.85	-25	-3	0.9	5	-81	-1	-11
NC(=O)CSc1nc2ccccc2n1Cc1ccccc1F	0.84	8	2	0.6	-1	12	-1	8
Cc1cc(C(C)(C)C)cc(C)c1COC(=O)CN1C(=O)NC2(CCCC2)C1=O	0.88	-15	-1	-0.2	-1	11	-1	3
Cc1ccc(NC(=O)C2CCC(N3C(=O)C4CCCCC4C3=O)CC2)cc1 (configuration not stated)	1	-28	0	-0.7	-16	4	2	0
CC(C)Cc1ccc(CN2CCCC(NC(=O)CSc3nncn3C)C2)cc1 (configuration not stated)	1.2	8	nt	2.0	nt	2	0	nt
CC(C)c1ccccc1OCCCCN1CCCCC1	0.87	-19	4	3.7	-4	18	0	23
C/C(=N\NC(=O)c1cc([N+](=O)[O-])cc([N+](=O)[O-])c1)c1ccco1	1.2	-2	1	0.1	1	20	1	1
COc1ccc(-c2nnc3n2CCCCC3)cc1	1.1	2	1	0.8	-3	5	0	-6
Cc1ccc(NC(=O)CCc2nnc3ccc(N4CCC(C)CC4)nn23)nc1	1	-12	0	-2.1	-1	-19	0	9
CCN1CCN(C(=O)CCc2nc3ccccc3n2-c2ccccc2)CC1	0.91	16	0	-0.3	-8	18	3	-6
CC(Oc1ccccc1)C(=O)N=Nc1c(O)[nH]c2ccc([N+](=O)[O-])cc12 (configuration not stated)	0.98	39	-3	15	-25	36	5	4
CCCOC1OC(=O)c2c1ccc(OC)c2OC (configuration not stated)	0.96	0	-2	1.4	-2	2	2	9
O=C(CSc1nc(-c2ccncc2)nn1CC(=O)N1CCCCC1)NC1CCCC1	1.1	5	-14	-0.1	20	-11	-3	-6

Fetched by compound from the entries so far (5):
SMILES	hIAP activ	SENP6 inh	GRIN3A LBD mod	MPTP inh	ATG4B inh	SENP8 inh	SENP1 FRET inh	PfG6PD inh
Cc1ccc(NC(=O)C2CCC(N3C(=O)C4CCCCC4C3=O)CC2)cc1 (configuration not stated)	1	-28	0	-0.7	-16	4	2	0
CC(=O)N1CCN(c2ccc(NC(=O)c3cccc(Cl)c3Cl)cc2)CC1	0.91	-6	2	0.1	4	2	2	-4
NC(=O)CSc1nc2ccccc2n1Cc1ccccc1F	0.84	8	2	0.6	-1	12	-1	8
O=C(CSc1nc(-c2ccncc2)nn1CC(=O)N1CCCCC1)NC1CCCC1	1.1	5	-14	-0.1	20	-11	-3	-6
O=C(O)c1cc(-c2ccc(/C=N/NC(=S)Nc3ccccc3)o2)ccc1Cl	0.99	3	-3	-0.6	11	-396	-35	3

Further results follow:
SMILES	hIAP activ	SENP6 inh	GRIN3A LBD mod	MPTP inh	ATG4B inh	SENP8 inh	SENP1 FRET inh	PfG6PD inh
O=C(c1cccc(Cl)c1)N1CCC(N2CCC(C(=O)N3CCOCC3)CC2)CC1	0.94	0	1	-0.6	-12	8	-11	5
OC(COc1ccc(CNCc2cccnc2)cc1)CN1CCc2ccccc2C1 (configuration not stated)	0.93	-8	-2	-2.0	22	9	0	3
CC1CCN(CC(C)OC(=O)c2ccc3c(c2)OCCO3)CC1 (configuration not stated)	1	0	-2	0.2	2	12	1	-18
O=C1CC(SCCO)C(=O)N1c1ccccc1 (configuration not stated)	1	-7	0	1.7	-14	28	3	-6
O=C(COc1ccc2ccccc2c1Br)N1CCN(c2ccccn2)CC1	1	-5	-8	-1.8	-10	14	0	6
O=C(O)C1CCN(C(=O)CSc2nc3cc(Cl)ccc3c(=O)n2Cc2ccccc2)CC1	0.9	-9	-1	1.3	-10	14	2	0
COC(=O)COc1nc(C)c2c(c1C#N)CC(C)(C)OC2	0.9	-12	-10	3.0	0	26	1	-10
Cc1cc(NS(=O)(=O)c2ccc(NC(=O)COc3c(C)cc(Br)cc3C)cc2)no1	1	1	-9	-1.9	1	7	-3	-27
N/C(=N\OC(=O)COc1ccc2ccccc2c1)c1cccnc1	0.95	-24	-2	61*	-14	16	2	19
COc1cccc(C(=O)NCCS(=O)(=O)N2CCCCC2)c1	0.94	-10	1	0.2	3	9	-2	-11
COc1ccccc1CNC(=O)[C@H](C)NC(=O)C1CCN(C(=O)[C@H](CCSC)NC(=O)OC(C)(C)C)CC1	0.91	-4	-2	0.7	-23	18	0	19
Cc1ccc(C)c(SCc2noc(C(=O)NC(C)C)c2C(=O)O)c1	1.1	2	1	2.0	-5	19	0	5
O=C(Cc1ncc(C(F)(F)F)cc1Cl)Nc1ccc(F)cc1	0.91	-26	8	-1.7	3	23	3	-13
O=C(O)c1ccc(C2NCC(c3ccccc3Cl)c3c2[nH]c2ccccc32)cc1 (configuration not stated)	0.95	-6	-1	-3.2	1	-231	-8	-18
Cc1cc(=O)[nH]c(SCC(=O)N2CCc3ccccc3C2)n1	0.81	-8	-1	0.1	-1	4	1	2
CCn1c(CNC(=O)c2cccnc2)cc2ccccc21	0.96	-18	-2	0.1	-5	10	-2	13
COc1ccccc1NC(=O)CSc1nnc2ccc(-c3cccnc3)nn12	0.96	-10	-4	1.0	1	10	-1	-3
CCOC(=O)c1c(N=CN(C)C)c2cc([N+](=O)[O-])cnc2n1C	1	-12	-1	1.0	-4	19	3	-4
NC(=O)c1ccc(NC(=O)CCCNC(=O)c2ccc(Cl)cc2)cc1	1.1	-28	-3	-0.5	7	24	3	-5
COC(=O)c1cn(NC(=O)Cc2cccc(OC)c2)c(=O)c2ccccc12	1	-10	-5	1.4	10	-36	2	-27
CCc1ccccc1NNC(=O)c1cc(C)on1	0.97	-12	1	0.6	1	14	13	1

MPTP inh, entries above that show a hit.
SMILES	hIAP activ	SENP6 inh	GRIN3A LBD mod	MPTP inh	ATG4B inh	SENP1 FRET inh	PfG6PD inh
COC(=O)Cc1ccc(NC(=S)NCCSc2ccc(Cl)cc2)cc1	1.1	-33	-2	63*	-3	1	4
Cc1ccc(C)c(-c2cc(C(=O)NNC(=S)NCC(C)C)c3ccccc3n2)c1	1.6	-18	12*	87*	18	1	-27
N/C(=N\OC(=O)COc1ccc2ccccc2c1)c1cccnc1	0.95	-24	-2	61*	-14	2	19
